From PubChem
BL2 CD40 inh – inhibitors of CD40-induced NF-kB signaling, primary screen, BL2 cells, luciferase reporter, single point. 83,000 compounds, 0.94% hits. AID 1053188, 2014. inhibition, % at 10 µM. CD40L-induced, 4 h;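 active means mean inhibition of at least 50% with a set share of replicates also reaching that level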;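 further: 0% = neutral control wells and 100% = IKK inhibitor VII at 50 µM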
* hit, by the source's call; [ ] = another dose, or the depositor's remark. Only part of the results is shown; the hit share may differ from the screen's.

SMILES	BL2 CD40 inh
COc1ccc(C(CNC(=O)COc2c(C)cc(C)cc2C)N2CCOCC2)cc1 (configuration not stated)	0
C[C@@H]1CN([C@H](C)CO)C(=O)c2cc(N(C)C)ccc2O[C@@H]1CN(C)C(=O)Nc1cccc2ccccc12	-1[25 µM]
N#CCSc1nc2c(cc1C#N)CCCC2	-3
O=C(NCc1ccc2c(c1)OCO2)[C@H]1[C@H](CO)[C@H]2Cn3c(cccc3=O)[C@@H]1N2Cc1cccnc1	5[25 µM]
Cc1ccc(NC(=O)c2cccc(S(=O)(=O)NCc3ccccc3)c2)nc1	17
O=C(c1cc(-c2ccccn2)nc2ccccc12)N1CCN(c2ncccn2)CC1	-3
Cc1ccc2[nH]c3c(N4CCCCCC4)ncnc3c2c1	-35
COc1cccc(NC(=O)c2ccc(-n3cnnn3)cc2)c1	-9
O=C(/C=C/c1ccc(O)c(O)c1)c1ccc(O)cc1O	41[25 µM]
O=C1C=CC(c2ccccc2)(c2ccccc2)CC1	3
COc1ccc(-c2nnc3ccc(SC)nn23)cc1	-9
COc1ccc(CC(=O)Oc2ccccc2C)cc1S(=O)(=O)N1CCOCC1	16
C[C@H]1CN([C@@H](C)CO)C(=O)c2cc(-c3cncnc3)cnc2O[C@H]1CN(C)Cc1ccncc1	-2[25 µM]
COc1cccc(-c2nn(C)c3sc(C(=O)NCc4ccc(C)cc4)cc23)c1	4
CCC(C)[C@@H](C(=O)Nc1ccc(OC)c(OC)c1)N1Cc2ccccc2C1=O (some centres not stated)	2
CCc1c(C)nc2ccc(Br)cc2c1SCCC#N	25
COc1ccc(NC(=O)c2ccc(-c3ccc(C(C)=O)cc3)o2)cn1	-45
CC(C)CN(C(=O)CSc1ncnc2sccc12)C1CCS(=O)(=O)C1 (configuration not stated)	11
COc1cc(C(=O)Nc2ccc(S(=O)(=O)Nc3cc(C)nc(C)n3)cc2)cc(OC)c1OC	11
C[C@H]1CN([C@@H](C)CO)C(=O)c2cccc(NS(=O)(=O)c3ccc(F)cc3)c2O[C@@H]1CN(C)C(=O)NC1CCCCC1	8[25 µM]
CCc1c(C)n2nc(C)cc2[nH]c1=O	1
Cc1ccc(C)c(S(=O)(=O)N2CCN(C(=O)CCCc3c[nH]c4ccccc34)CC2)c1	3
CC(C)(C)c1ccc(C(=O)NNC(=O)CNC(=O)c2cccs2)cc1	-16
C/C=C/c1ccc([C@@H]2[C@H](CO)N(C(=O)c3ccccc3)C23CN(C(C)=O)C3)cc1	-1[25 µM]
COc1ccccc1-n1nnnc1SCC(=O)Nc1oc(C)c2c(C)n[nH]c(=O)c12	13
O=C1Nc2ccc(Br)cc2/C1=N\N=C\C1=C(N2CCOCC2)C(=C/c2ccccc2)/CC1	26
O=C(Nc1ccc(-c2nnc3n2CCCCC3)cc1)c1cnccn1	6
N#C[C@H]1[C@@H](c2ccc(-c3ccncc3)cc2)[C@@H](CO)N1C(=O)C1CCCCC1	13
c1ccc(-c2nccc(-c3ccco3)n2)nc1	-25
O=C(Nc1cccc(NC(=O)c2ccco2)c1)c1ccc2c(c1)OCCO2	-17
CCN(CCNC(=O)C1CCN(S(=O)(=O)c2c(C)noc2C)CC1)c1ccccc1	15
Cc1ccc2nc(N3CCC(C(=O)O)CC3)nc(-c3ccccc3)c2c1	9
C[C@H]1CN([C@@H](C)CO)C(=O)c2cc(NC(=O)Nc3ccc(C(F)(F)F)cc3)ccc2O[C@H]1CN(C)S(=O)(=O)c1ccc(Cl)cc1	12
O=C(NCCC1=CCCCC1)C1CCCN(S(=O)(=O)c2cccnc2)C1 (configuration not stated)	-2
O=C(N[C@@H]1C=C[C@@H](CC(=O)N2CCN(c3ccccc3)CC2)O[C@H]1CO)c1ccccc1	-9[25 µM]
COc1ccc(S(=O)(=O)NCCc2c[nH]c3ccccc23)cc1OC	6
O=C(CCNC(=O)c1ccc(Br)cc1)NCc1cccnc1	6
Cn1c(N)c(C(=O)CSc2nnc(N)s2)c(=O)n(C)c1=O	-4
COC(=O)c1c(NC(=O)c2ccoc2C)sc2c1CCC2	4
CC(=O)c1ccc(N2CCN(C(=O)Nc3ccc(Cl)cc3)CC2)cc1	-2
Cc1ccc(-c2nn(CC(=O)NC(C)c3ccccc3)c(=O)c3ccccc23)cc1 (configuration not stated)	10
CC(O)CNCCCOc1ccc(Cl)cc1C(C)(C)C (configuration not stated)	-11
CN(C)CC(=O)N[C@H]1C=C[C@@H](CC(=O)NCc2ccc(Cl)cc2)O[C@@H]1CO	3[25 µM]
Cc1nc2ncnn2c(C)c1C/C=C/c1ccccc1	0
N#CCSc1nnc(N)s1	3
O=C(Nc1ccc(S(=O)(=O)Nc2ccccn2)cc1)C(F)(F)F	-2
O=C(Nc1ccc(CN2CCOCC2)cc1)c1ccco1	6
O=C(NCCCN1CCCCCC1)C(c1ccccc1)C1CCCCC1 (configuration not stated)	6[25 µM]
CCc1ccc(C(O)c2ncc(-c3ccccc3F)[nH]2)cc1 (configuration not stated)	-52
C[C@@H]1CN([C@@H](C)CO)C(=O)Cc2cc(N(C)C)ccc2O[C@@H]1CN(C)Cc1ccc(-c2ccccc2)cc1	12[25 µM]
CC(CC(C)C(=O)Nc1ccccc1C(C)(C)C)C(=O)O (configuration not stated)	7
CN(C)C(=O)c1cccc(-c2ccc3c(c2)[C@H]2[C@H](CCN2C(=O)c2cnccn2)[C@@H](CO)N3)c1	-7[25 µM]
Nc1nc2ncc(C(=O)c3cc(F)ccc3O)cc2s1	-10
COC(=O)C[C@H]1C[C@@H]2c3cc(NC(=O)Nc4ccccc4)ccc3O[C@@H]2[C@@H](CO)O1	-1[25 µM]
O=C(O)Cn1c(=O)n(Cc2ccccc2)c2ccccc21	7
OC(CC#CCN1CCOCC1)(c1ccccc1)c1ccccc1	7
Cc1cc(C)n(-c2ccc(C(=O)Nc3cccc(S(=O)(=O)N(C)C)c3)cc2)n1	32
COc1cc([C@H]2[C@@H]3CCCC[C@]3(O)CCN2CC(=O)Nc2ccc(C)cc2)ccc1O	-13
O=C(Nc1ccc(N2CCOCC2)c(F)c1)c1cccs1	-33
COc1ccc(CNC(=O)C[C@@H]2CC[C@@H](NC(=O)CN(C)C)[C@@H](CO)O2)cc1	0[25 µM]

13 compounds already listed, arranged by heavy-atom count, smallest number first.
SMILES	BL2 CD40 inh
N#CCSc1nnc(N)s1	3
CC(O)CNCCCOc1ccc(Cl)cc1C(C)(C)C (configuration not stated)	-11
CC(CC(C)C(=O)Nc1ccccc1C(C)(C)C)C(=O)O (configuration not stated)	7
CCc1ccc(C(O)c2ncc(-c3ccccc3F)[nH]2)cc1 (configuration not stated)	-52
O=C(Nc1ccc(S(=O)(=O)Nc2ccccn2)cc1)C(F)(F)F	-2
OC(CC#CCN1CCOCC1)(c1ccccc1)c1ccccc1	7
O=C(NCCCN1CCCCCC1)C(c1ccccc1)C1CCCCC1 (configuration not stated)	6[25 µM]
CN(C)CC(=O)N[C@H]1C=C[C@@H](CC(=O)NCc2ccc(Cl)cc2)O[C@@H]1CO	3[25 µM]
Cc1cc(C)n(-c2ccc(C(=O)Nc3cccc(S(=O)(=O)N(C)C)c3)cc2)n1	32
COC(=O)C[C@H]1C[C@@H]2c3cc(NC(=O)Nc4ccccc4)ccc3O[C@@H]2[C@@H](CO)O1	-1[25 µM]
COc1cc([C@H]2[C@@H]3CCCC[C@]3(O)CCN2CC(=O)Nc2ccc(C)cc2)ccc1O	-13
CN(C)C(=O)c1cccc(-c2ccc3c(c2)[C@H]2[C@H](CCN2C(=O)c2cnccn2)[C@@H](CO)N3)c1	-7[25 µM]
C[C@@H]1CN([C@@H](C)CO)C(=O)Cc2cc(N(C)C)ccc2O[C@@H]1CN(C)Cc1ccc(-c2ccccc2)cc1	12[25 µM]

The list continues.
SMILES	BL2 CD40 inh
CCOC(=O)Cc1cc(=O)[nH]n(-c2ccccc2)c1=O	1
Cc1ccc(NC(=O)CSc2nc(=O)n(CCCN3CCOCC3)c3c2CCCC3)cc1	4
COc1cc(N)ccc1C(=O)O	8
CC(=O)N1N=C(N)SC1(C)C	4
C[C@H]1CN([C@@H](C)CO)C(=O)c2c(c3ccccc3n2C)-c2ccccc2CO[C@H]1CN(C)Cc1ccncc1	-6
O=C(COc1cccc(Cl)c1)Nc1ccccc1N1CCCCC1	4
Cc1csc(=O)n1CCC(=O)OCC(=O)c1c(N)n(CC(C)C)c(=O)n(C)c1=O	-26
O=C(OCC(=O)C12CC3CC(CC(C3)C1)C2)c1ccc(O)cc1	-59
CC(C)c1cc(C(=O)N/N=C/c2cccnc2)cs1	-55
O=C(Nc1cccc(C(=O)N2CCOCC2)c1)NC1CCCCC1	0
Cc1cccc(C)c1NC(=O)CNCC(=O)N(C)C	14
O=C(COc1ccccc1)Nc1ccc(S(=O)(=O)N2CCCCCC2)cc1	16
COc1cc(C)nc(OCCNC(=O)COc2ccc(Cl)cc2C)n1	7
OC[C@@H]1[C@@H](c2ccccc2)C2(CN(Cc3ccccc3F)C2)N1Cc1ccccc1F	12[25 µM]
CNC(=O)NCCN1CCCC1=O	25
O=[N+]([O-])c1ccc(-c2nc(Cl)c3c(n2)CCCC3)o1	44
CN(C(=S)NC(=O)C1CC1)c1ccc(O)cc1	-30
O=[N+]([O-])c1ccc(O)c2ncccc12	-4
CCC(CC)NC(=O)c1ccc2nc[nH]c2c1	12
Cc1noc(C)c1S(=O)(=O)Nc1ccc2c(c1)C(=O)N([C@H](C)CO)C[C@H](C)[C@H](CN(C)C(=O)Nc1cccc3ccccc13)OCCCC[C@@H](C)O2	-10[25 µM]
c1ccc(CNc2ncnc3c2ncn3C2CCCCO2)cc1 (configuration not stated)	-92
O=C(O)C1CC=CCC1C(=O)Nc1ccc(N2CCN(Cc3ccccc3)CC2)cc1 (configuration not stated)	3
O=C(Cc1ccncc1)Nc1ccc2c(c1)[C@@H]1C[C@@H](CC(=O)N3CCc4ccccc4C3)O[C@H](CO)[C@@H]1O2	4[25 µM]
CCOC(=O)Cn1c(=O)n(Cc2ccco2)c(=O)c2ccc(C(=O)NC3CCCC3)cc21	2
O=C(NC(=S)Nc1cccc2cnccc12)c1ccccc1	12
COc1cc(C(C)=O)ccc1OCC(O)CNCC(O)c1ccccc1 (configuration not stated)	2
CC(OCCN(C)C)C(=O)C12CC3CC(CC(C3)C1)C2 (configuration not stated)	15
CC(OC(=O)CNS(=O)(=O)c1ccc(C#N)cc1)C(=O)Nc1cccc(C#N)c1 (configuration not stated)	5
COc1ccc(Cl)cc1C=CC=Nc1ccc(S(N)(=O)=O)cc1	1
CN(CCc1ccccn1)c1ccccc1	-11
CN(C)C(=O)c1ccc(-c2ccc(C3[C@@H]4CNC[C@H]3N4)cc2)cc1 (some centres not stated)	-11[25 µM]
CCOC(=O)N1CCc2c(sc3ncn(C)c(=O)c23)C1	-5
Cc1noc(C)c1S(=O)(=O)N(C)C[C@H]1OCCCC[C@H](C)Oc2ccc(NS(=O)(=O)c3cn(C)cn3)cc2C(=O)N([C@H](C)CO)C[C@@H]1C	2[25 µM]
O=C(C1CCCN1C(=O)c1cccs1)N1CCc2ccccc21 (configuration not stated)	5
C[C@H](CO)N1C[C@H](C)[C@@H](CN(C)S(=O)(=O)c2ccccc2)OCc2ccccc2-c2c(n(C)c3ccccc23)C1=O	15
O=S(=O)(c1cccc(-c2n[nH]c(=S)n2-c2ccc(OC(F)(F)F)cc2)c1)N1CCOCC1	10
Cc1cc2ncn(C3CC(O)C(CO)O3)c2cc1C (configuration not stated)	4
O=C(Cn1nc(C(F)(F)F)c2c1CCCCC2)N1CCOCC1	1
O=C(Nc1cccc(S(=O)(=O)N2CCCC2)c1)[C@@H]1O[C@H](CO)[C@H](O)[C@H](O)[C@H]1O	2
N#Cc1ccc(Oc2ccc(S(=O)(=O)N3CCCC3)cn2)cc1	-2
COc1ccccc1C#Cc1ccc2c(c1)[C@H]1[C@H](CCN1C(=O)CN1CCOCC1)[C@@H](CO)N2	-23[25 µM]
Cc1csc(SCC(=O)Nc2cc(F)ccc2C)n1	3
CCCNC(=O)C1(C)CCN(C(=O)Cc2ccc(OC)c(OC)c2)C1 (configuration not stated)	2
CC(=O)Nc1ccc2c(c1)C(=O)N(C)C[C@H](C)[C@H](CN(C)C(=O)OC(C)(C)C)O2	5
COc1ccc(OC)c(S(=O)(=O)NC(=O)C2(C)CCN2C(=O)Cc2ccc(Cl)cc2Cl)c1 (configuration not stated)	0
CNC[C@H]1Oc2ccc(NS(C)(=O)=O)cc2C(=O)N(C)C[C@H]1C	13
Cc1cccc(C)c1OCC(O)CNC(C)(C)C (configuration not stated)	7
O=C(Cc1c[nH]c2ccccc12)Nc1nc2ccccc2[nH]1	-60
N#Cc1sc2nc3c(c(-c4ccco4)c2c1N)CCCC3	1
CCCn1cnc2c(SCc3ccc(Cl)cc3)nc(N)nc21	-37
COc1cc(C(C)=O)ccc1OCC(=O)Nc1ccc2nc(C)sc2c1	-1
COc1cccc(N2CCC(N3CCN(C)C(CCO)C3)CC2)c1 (configuration not stated)	0
C[C@H](NC(=O)NC1CCCc2ccccc21)C(=O)O (some centres not stated)	0
O=C(NCCc1cnc[nH]1)c1ccc(-c2ccccc2)cc1	-39
Cc1ccc(S(=O)(=O)Nc2ccc3c(c2)CC(=O)N([C@H](C)CO)C[C@H](C)[C@H](CN(C)S(=O)(=O)c2ccccc2)O3)cc1	6[25 µM]
O=C(Cc1csc(-c2ccccc2)n1)NCc1ccco1	-1
CO[C@@H](CN(C)C(=O)c1cnccn1)[C@@H](C)CN([C@@H](C)CO)S(=O)(=O)c1ccccc1	8[25 µM]
CN(C)CC(=O)Nc1ccc2c(c1)[C@H]1C[C@@H](CC(=O)N3CCCCC3)O[C@@H](CO)[C@H]1O2	-11[25 µM]
CC1Cc2ccccc2N1C(=O)C(C)n1cc(C(F)(F)F)cc(Cl)c1=O (configuration not stated)	12

Part of the list above in order of SMILES length, smallest number first:
SMILES	BL2 CD40 inh
Cc1nc2ncnn2c(C)c1C/C=C/c1ccccc1	0
CCc1ccc(C(O)c2ncc(-c3ccccc3F)[nH]2)cc1 (configuration not stated)	-52
Cc1ccc(NC(=O)CSc2nc(=O)n(CCCN3CCOCC3)c3c2CCCC3)cc1	4
